# Bioassay records as filed in PubChem BioAssay.
# A3G deaminase: APOBEC3G DNA deaminase inhibitors, primary screen, biochemical, fluorescence, single-stranded DNA substrate, uHTS | DNA dC->dU-editing enzyme APOBEC-3G (Homo sapiens), Q9HC16 | recombinant A3G, ssDNA deamination FAM/TAMRA fluorescence | inhibition, % at 20 µM | 330,000 tested, 0.28% active | AID 493012, 2011;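 active = inhibition of at least 40% at 20 µM, with no more than 30% in the related APOBEC3A deaminase screen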;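 also: plate controls were DMSO wells with A3G for no effect and wells lacking A3G enzyme for full effect; some compounds called inactive have numbers as strong as hits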
# Target sequence (Q9HC16 whole entry, looked up): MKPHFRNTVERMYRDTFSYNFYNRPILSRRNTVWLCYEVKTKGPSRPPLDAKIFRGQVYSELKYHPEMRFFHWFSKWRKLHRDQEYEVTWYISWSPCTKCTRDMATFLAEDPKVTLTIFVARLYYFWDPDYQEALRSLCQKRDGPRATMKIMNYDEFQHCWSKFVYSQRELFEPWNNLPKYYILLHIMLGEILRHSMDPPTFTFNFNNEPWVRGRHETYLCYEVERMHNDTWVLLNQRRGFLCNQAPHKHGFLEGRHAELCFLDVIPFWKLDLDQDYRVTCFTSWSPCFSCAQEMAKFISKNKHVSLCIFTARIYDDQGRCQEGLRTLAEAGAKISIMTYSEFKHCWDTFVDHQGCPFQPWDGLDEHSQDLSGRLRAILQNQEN
# mIAP act: activators of mouse IAP, primary screen, biochemical, luminescence, uHTS; muIAP, CDP-Star luminescence, 30 min; stronger effect = higher value; 1 = vehicle-only enzyme signal, 0 = enzyme-free wells; activation factor at 10 µM; 330,000 tested, 0.24% active;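 active = activation factor of at least 2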; also: the source names both 10 and 20 µM as test concentration; values of inactives mirror those of a sister screen read the other way
#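 System: mouse IAP enzyme. Reagent: CDP-Star chemiluminescent phosphatase substrate. Benchmarks: DMSO wells, no-enzyme wells. Times: 30 min enzyme-substrate-compound incubation at room temperature. Detection: luminescence from enzymatic CDP-Star hydrolysis. Doses: test compounds delivered from DMSO solution.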
# NR3A LBD binder: binders of NR3A ligand-binding domain, primary screen, biophysical, differential scanning fluorimetry, uHTS | Glutamate receptor ionotropic, NMDA 3A (GRIN3A) ligand-binding domain | NR3A LBD differential scanning fluorimetry, Tm shift; 0% = protein alone, 100% = glycine-bound protein | Tm shift relative to glycine control, % at 25 µM | 340,000 tested, 2.5% active | AID 1259313, 2017;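 active = melting temperature shift of at least 10% of the positive control shift, at one fixed dose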
# A3A deaminase: APOBEC3A ssDNA deaminase inhibitors, primary screen, selectivity assay for APOBEC3G inhibitor project, biochemical, FAM/TAMRA oligo cleavage fluorescence; recombinant A3A, FAM/TAMRA ssDNA deamination fluorescence; inhibition, % at 20 µM; 330,000 tested, 0.41% active; AID 493011, 2011;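 active = at least 40% inhibition at 20 µM here, with at most 30% in a related deaminase screen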;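 also: plate controls were A3A with DMSO for no effect and wells lacking A3A enzyme for full effect; some results filed as inactive read as strong as hits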
# Target sequence (P31941 whole entry, looked up): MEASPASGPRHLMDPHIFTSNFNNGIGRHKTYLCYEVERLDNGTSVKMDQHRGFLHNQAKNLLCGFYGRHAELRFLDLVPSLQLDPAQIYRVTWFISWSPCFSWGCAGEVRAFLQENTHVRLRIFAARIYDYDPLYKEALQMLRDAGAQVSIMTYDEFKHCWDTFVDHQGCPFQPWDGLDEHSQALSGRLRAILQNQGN
# MPTP block: mitochondrial permeability transition pore inhibitors, primary screen, biochemical, isolated mouse mitochondria, absorbance; Ca2+ swelling absorbance, 30 min; 360,000 tested, 1.4% active; inhibition, % at 10 µM; AID 602449, 2012;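 active = inhibition of 50% or more, scaled per plate between neutral and stimulator controls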;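 also: 0% = DMSO wells given calcium and 100% = 1 mM EGTA wells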
# mIAP inh: inhibitors of mouse IAP, primary screen, biochemical, luminescence, uHTS; intestinal alkaline phosphatase [Mus musculus]; purified mouse IAP, CDP-Star luminescence, 30 min; inhibition, % at 10 µM; 330,000 tested, 0.2% active; AID 2806, 2010;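 active = inhibition of at least 40% at 10 µM in the primary screen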;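 also: plate controls were DMSO with enzyme for no effect and no enzyme wells for full effect; values of inactives mirror those of a sister screen read the other way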
# hIAP inh: human IAP inhibitors, primary screen, biochemical, luminescence, uHTS. inhibition, % at 10 µM. 330,000 tested, 0.12% active. AID 2544, 2010. purified IAP, CDP-Star luminescence, 30 min. Intestinal-type alkaline phosphatase (Homo sapiens), P09923;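 active = inhibition reaching a set limit with compound at 10 µM in the primary screen, cut at about 35% in these data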;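 also: plate controls were DMSO wells with enzyme for no effect and no-enzyme buffer wells for full effect; values of inactives mirror those of a sister screen read the other way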
# Target sequence (P09923 whole entry, looked up): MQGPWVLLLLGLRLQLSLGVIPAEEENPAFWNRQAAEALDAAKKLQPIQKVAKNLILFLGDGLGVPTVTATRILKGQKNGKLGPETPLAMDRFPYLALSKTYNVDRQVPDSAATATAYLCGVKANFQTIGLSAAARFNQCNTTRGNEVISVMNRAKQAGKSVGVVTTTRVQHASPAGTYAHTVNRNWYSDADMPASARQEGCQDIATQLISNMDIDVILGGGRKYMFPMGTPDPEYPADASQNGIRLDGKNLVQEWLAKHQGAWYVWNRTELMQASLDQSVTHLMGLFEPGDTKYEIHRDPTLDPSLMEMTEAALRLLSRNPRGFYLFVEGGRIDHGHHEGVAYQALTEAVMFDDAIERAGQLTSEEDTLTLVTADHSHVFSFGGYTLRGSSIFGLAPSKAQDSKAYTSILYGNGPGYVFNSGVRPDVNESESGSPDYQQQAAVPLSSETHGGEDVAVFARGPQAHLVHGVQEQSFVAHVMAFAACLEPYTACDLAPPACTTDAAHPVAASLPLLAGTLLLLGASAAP
# hIAP activ: human IAP activators, primary screen, biochemical, luminescence, uHTS; purified human IAP, CDP-Star luminescence, 30 min; stronger effect = higher value; 1 = vehicle-only enzyme, 0 = enzyme-free background; activation factor at 10 µM; 330,000 tested, 0.16% active; AID 2524, 2010;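 active = activation factor of the enzyme at least 2-fold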; also: the source names both 10 and 20 µM as test concentration; values of inactives mirror those of a sister screen read the other way
# MIN6 prolif: inducers of MIN6 beta-cell proliferation, primary screen, ATP luminescence, uHTS; MIN6 cells proliferation, ATPlite luminescence, 48 h; cells starved in 0.2% serum; 100% = growth in 10% serum; proliferation, % at 10 µM; 330,000 tested, 0.29% active;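 active = compounds whose signal lies at least 3.5 SD above the mean of all wells on their plate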;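 also: 0% = DMSO-treated cells in low-serum medium and 100% = 10% serum control; some compounds called inactive have numbers as strong as hits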
# The depositor's hits bear a star; . = no result given.
# A first look:
SMILES,A3G deaminase,mIAP act,NR3A LBD binder,A3A deaminase,MPTP block,mIAP inh,hIAP inh,hIAP activ,MIN6 prolif
COc1cc(C(=O)Nc2cccc(NC(=O)c3ccccc3)c2)cc(OC)c1OC,-5,0.98,2,0,-1.0,2,11,0.89,-2
Cc1ccc2[nH]c(C(=O)O)c(NC(=O)c3ccccc3[N+](=O)[O-])c2c1,-2,0.98,-5,18,-0.9,2,5,0.95,6

# The whole of this part, from the start:
SMILES,A3G deaminase,mIAP act,NR3A LBD binder,A3A deaminase,MPTP block,mIAP inh,hIAP inh,hIAP activ,MIN6 prolif
COc1cc(C(=O)Nc2cccc(NC(=O)c3ccccc3)c2)cc(OC)c1OC,-5,0.98,2,0,-1.0,2,11,0.89,-2
Cc1ccc2[nH]c(C(=O)O)c(NC(=O)c3ccccc3[N+](=O)[O-])c2c1,-2,0.98,-5,18,-0.9,2,5,0.95,6
CCOC(=O)C1CCN(CC(=O)Nc2ccc(OC)c(Cl)c2)CC1,-7,1,0,-3,-0.9,0,-12,1.1,-4
COc1ccc([C@H]2CC(=O)C=C(c3ccc4c5c(cccc35)CC4)C2)cc1,-10,0.93,0,-3,-1.1,7,-6,1.1,-6
CCOc1ccc(C(C(=O)NC2CCCCC2)N(CCOC)C(=O)c2snc(C(N)=O)c2N)cc1 (stereo unspecified),-7,0.92,-3,-5,4.1,8,-11,1.1,-2
Cc1cc(C)c2c(N)c(C(=O)NN3CC(=O)N(c4ccccc4)CC3=O)sc2n1,-8,1.1,2,1,2.4,-9,-15,1.1,2
CCOc1cccc2cc(C(=O)N3CCc4ccccc43)c(=O)oc12,-2,0.98,-4,2,-1.4,2,0,1,-2
Nc1ccc2c(c1)Oc1ccccc1C=C2,-7,1.1,0,0,4.1,-10,-6,1.1,-2
c1ccc(-c2csc(N3CCSCC3)n2)cc1,-7,0.98,2,0,1.9,2,9,0.91,-3
O=S(=O)(c1ccc2c(c1)OCCO2)N1CCN(S(=O)(=O)c2ccco2)CC1,1,0.99,2,-2,-0.7,1,-8,1.1,-1
CC(=O)N[C@@H](Cc1c[nH]c2ccccc12)C(=O)OCC(=O)Nc1ccc(Cl)c(S(=O)(=O)N(C)C)c1,-5,0.97,-5,-3,0.1,3,-7,1.1,0
CN(C(=O)c1ccno1)c1nnc(-c2ccccn2)s1,-3,0.98,1,-1,0.0,2,2,0.98,1
CCOC(=O)CNC(=O)Cn1c(C)cc2ccccc2c1=O,-3,0.97,-1,-1,-0.9,3,-9,1.1,0
COc1ccc(-c2noc(C3CCCN(C(=O)c4ccccc4OC)C3)n2)cc1 (stereo unspecified),-4,0.89,3,-5,1.3,11,-10,1.1,-1
Cc1ccc(C)c(NC(=S)Nc2ccc(S(=O)(=O)Nc3ncccn3)cc2)c1,-1,0.98,3,3,20,2,11,0.89,-5
CC(=O)C1=C(C)Nc2ncnn2C1c1ccc(Cl)cc1 (stereo unspecified),-4,0.91,-2,-1,-1.0,9,13,0.87,-2
COC(=O)c1cc(CSc2ncnc3sccc23)oc1C,-4,0.87,-1,-2,0.1,13,-4,1,-1
O=C(COc1ccc([N+](=O)[O-])cc1)NCc1ccncc1,-3,0.89,-1,1,0.4,11,9,0.91,-3
COCCCNC(=O)CC1C(=O)N(Cc2ccccc2)C(C)c2nc3ccccc3n21 (stereo unspecified),-7,0.93,0,-3,0.9,7,-5,1.1,-3
Cc1ccc(C(=O)N2CCN(c3ncnc4c(-c5ccccc5)nsc34)CC2)cc1,-8,0.93,.,0,.,8,12,0.88,-5
Cc1cc(NC(=O)CSc2nnc(-c3ccc4c(c3)OCCO4)o2)no1,-6,0.92,6,-3,-0.6,8,13,0.87,-3
Cc1cc2c(cc1C)NC1=C(N2)OC(c2cccc(O)c2)C1=O (stereo unspecified),-2,0.95,-4,-2,-0.2,5,-10,1.1,1
O=C(CNC(=O)c1ccccc1)OCC(=O)c1ccccc1Cl,-7,0.98,3,1,1.1,2,-3,1,-4
COc1ccc(CC(=O)O/N=C(\N)Cc2cccc3ccccc23)cc1,-6,0.89,0,-2,1.4,11,-2,1,-3
COc1ccc2c(c1OC)C(=O)OC2N1C(=O)CC[C@H]1C(=O)NCC1CCCO1 (stereo partly specified),-6,0.92,0,-4,-0.1,8,12,0.89,-1
COCCCNc1nc2c(c(=O)[nH]c(=O)n2C)n1CC(O)COc1ccccc1 (stereo unspecified),-1,1,-1,-2,0.1,0,10,0.9,-4
CCCCC(=O)Nc1nc(-c2ccc(S(=O)(=O)N3CCOCC3)cc2)cs1,-6,0.97,0,-5,1.0,3,12,0.88,-2
CCOP(=O)(c1ccccc1)c1nc(-c2ccc(F)cc2)oc1N1CCCCC1 (stereo unspecified),-7,1,-3,-2,-0.5,-4,-31,1.3,-3
Nc1nc(-c2ccccc2)c(-c2ccccc2)o1,-2,1,2,-1,-0.3,-3,-41,1.4,0
Cc1nnc(SC(=O)N2c3ccccc3Sc3ccccc32)s1,-12,1.1,0,-8,0.3,-6,1,0.99,-4
Cc1cc(C)c2c(=O)n(CC(=O)NCCCN3CCN(c4ccccc4F)CC3)sc2n1,53*,0.88,3,-4,.,12,16,0.84,-7
CSc1ccc(Cn2nnc(C(=O)NCCc3ccc(Cl)cc3)c2N)cc1,0,0.98,-1,6,0.8,2,-14,1.1,1
CCN(CC)c1ccc(/C=N\NC(=O)c2cccc3cc[nH]c23)cc1,5,0.97,-1,7,2.5,3,-29,1.3,-3
COC(=O)CC/C(O)=C1\C(=O)CC(C)(C)CC1=Nc1ccccc1OC,-1,1.1,-2,-4,-2.0,-6,16,0.84,-1
Cc1ccc(C(=O)Nc2cccc(-c3nc4ncccc4o3)c2)cc1,-8,1.1,0,-4,2.0,-5,-34,1.3,-3
CCCCOC(=O)NC(NCC(O)c1ccccc1)(C(F)(F)F)C(F)(F)F (stereo unspecified),-1,1,1,0,0.9,-2,8,0.92,-2
c1ccc(-c2cnnc(N3CCOCC3)n2)cc1,-7,1,1,-3,-0.4,-2,7,0.93,-1
CC1CCCN(Cc2c(O)ccc3c(=O)c(-c4nc5ccccc5s4)c(N)oc23)C1 (stereo unspecified),0,1.1,-1,4,2.0,-6,-29,1.3,-6
COc1ccc(NC(=O)CSc2ccc(-c3ccco3)nn2)c(OC)c1,1,0.96,-1,2,0.7,4,0,1,-1
CN(C)C(CNC(=O)c1ccc(OCc2cn3ccccc3n2)cc1)c1ccco1 (stereo unspecified),15,0.93,-1,17,-0.1,7,-14,1.1,-2
c1ccc(CC2CCCNC2)cc1 (stereo unspecified),-3,0.95,-1,-1,16,5,8,0.92,0
Cc1cc(NC(=O)CSc2nc3ccccc3s2)no1,-5,0.97,1,-1,0.1,3,-4,1,-2
CCOC(=O)C1CCN(C(=S)Nc2ccc(C)cc2)CC1,2,1.1,0,2,0.9,-10,2,0.98,-2
Cc1ccc(S(=O)(=O)N2[C@@H](c3ccccc3F)C(C(=O)O)=CC[C@H]2c2cccc(C)c2)cc1,-6,1,5,-1,-0.9,0,-9,1.1,-4
CC(=O)NNC(=O)CCn1nnc(-c2ccc(Cl)cc2)n1,-5,1,1,-2,-0.7,0,-14,1.1,-1
O=C(O)CCn1c(Cc2ccccc2)nc2ccccc21,-3,0.93,1,-4,0.1,7,11,0.89,-4
CCOc1ccccc1NC(=O)COC(=O)CC(C)(C)CC1=NS(=O)(=O)c2ccccc2N1,-5,0.92,-2,-8,0.5,8,8,0.92,-1
CCc1c(C)sc(NC(=O)c2cc(-c3ccc(O)cc3)on2)c1C#N,-6,1,-9,2,1.7,-4,-8,1.1,-2
Cn1c(=O)c(=O)n(C)c2cc(S(=O)(=O)N3CC(=O)N(CCc4ccccc4)C(=O)C3)ccc21,-5,1.1,0,-6,2.9,-12,7,0.93,2
COc1cc(/C=N/NC(=O)CCN2CCN(Cc3ccccc3)CC2)cc(OC)c1OC,-1,1,-1,2,0.8,-3,18,0.82,0
CCN1c2cccc3cccc(c23)S1(=O)=O,-6,0.96,-1,-3,-0.8,4,17,0.83,-2
COc1ccc(NC(=O)Cn2nc(C(F)(F)F)c3c2CCCC3)cc1OC,1,0.98,-1,1,5.2,2,7,0.93,-1
O=C(Nc1ccc(F)cc1)c1cncs1,-7,1.1,0,-7,0.1,-11,-1,1,1
CC(C)CC(=O)NS(=O)(=O)c1ccc(N)cc1,0,1,-2,1,0.2,-1,-7,1.1,0
O=C(NCCc1ccccc1)C1CCN(C(=O)NCc2ccccc2)CC1,-2,0.97,-1,2,-1.1,3,6,0.94,0
Cc1ccc2nsnc2c1NC(=O)c1ccc([N+](=O)[O-])cc1,-5,1,-1,2,1.1,-2,16,0.83,-1
CC1CC(C)CN(CCCNC(=O)C2CCCN(c3ncnc4c3nc3n4CCCCC3)C2)C1 (stereo unspecified),-1,1.1,-1,2,2.6,-6,6,0.94,1
CC(=O)Cc1nsc(NC(=O)c2cc(-c3ccccc3Cl)oc2C)n1,0,0.9,-3,1,0.3,10,10,0.9,-2
COC(=O)CNC(=O)C1CCN(C(=O)OCc2ccccc2)CC1,-2,1,1,2,1.2,-1,-9,1.1,-2
C/C(Cn1nnc([N+](=O)[O-])n1)=N\NC(=O)c1ccncc1,-6,1.2,-2,-1,-1.8,-16,0,1,1

# New compounds follow:
SMILES,A3G deaminase,mIAP act,NR3A LBD binder,A3A deaminase,MPTP block,mIAP inh,hIAP inh,hIAP activ,MIN6 prolif
O=C(O)COc1c(-c2ccco2)oc2ccccc2c1=O,-8,0.95,2,-4,-0.6,5,13,0.87,-2
O=C(c1ccccc1F)N1CCN(C(=O)C2CC2)CC1,-7,1,0,-4,-0.7,0,13,0.87,7
C#CCn1c(O)c(N=NC(=O)C(O)c2ccccc2)c2ccccc21 (stereo unspecified),-3,0.89,-1,-1,-0.1,11,-11,1.1,-3
O=[N+]([O-])c1ccc(N/N=C/c2ccc(OCc3cccc4ccccc34)cc2)nc1,-3,0.91,28*,-2,2.6,9,22,0.79,-4
COc1cc2cc(CN(CCCN3CCOCC3)C(=O)Nc3ccc(F)cc3)c(=O)[nH]c2cc1OC,0,0.9,0,-1,-0.6,10,-1,1,-1
COc1cc(C(=O)Nc2ccc(-c3nc4cc(C)ccc4o3)c(O)c2)cc(OC)c1OC,-2,1.3,35*,0,8.9,-28,-37,1.4,-4
COc1ccnc(Oc2ccc(C)cc2)c1C#N,8,1,-2,1,-0.8,-3,0,1,-1
COCCNC(=O)CN(C(=O)CCC(=O)Nc1cc(C)on1)c1ccc(C)cc1C,1,0.97,-2,1,0.6,3,0,1,0

# Quoted from the listing.
# Result for COc1ccnc(Oc2ccc(C)cc2)c1C#N under MIN6 prolif: -1
# Result for O=C(O)COc1c(-c2ccco2)oc2ccccc2c1=O under MPTP block: -0.6
# Result for O=C(c1ccccc1F)N1CCN(C(=O)C2CC2)CC1 under MIN6 prolif: 7
# Result for O=[N+]([O-])c1ccc(N/N=C/c2ccc(OCc3cccc4ccccc34)cc2)nc1 under NR3A LBD binder: 28*
